CRFR2-BP antag = antagonists of CRF-BP/CRF-R2 complex, primary screen, cell-based, HEK293, calcium dye fluorescence, uHTS; CRF-induced calcium fluorescence; inhibition, % at 11.8 µM; 350,000 compounds, 0.59% hits;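 active means inhibition of the ligand-induced calcium signal above about 50% at the single tested concentration, limit read from the data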
CRFBP-R2 agonist = agonists of CRF-BP/CRF-R2 complex, primary screen, cell-based, HEK293, calcium dye fluorescence, uHTS. calcium dye fluorescence (FLIPR); percent of saturating CRF peptide response. activation, % at 13.2 µM. 350,000 compounds, 0.46% hits. AID 588473, 2011;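 active means activation of at least 50%, plus an integration ratio under a set limit after plate pattern correction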;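 further: plate controls were neutral control wells without compound for no effect and CRF at EC100 for full effect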
GalR3 antagonist = GalR3 antagonists in HEK293 cells, primary screen, cell-based, fluorescence readout; AID 651719, 2012; 360,000 compounds, 0.44% hits; Galanin receptor type 3 (Homo sapiens), O60755; inhibition, % at 3 µM; HEK293 GalR3-CNG cAMP membrane potential fluorescence; galR3 body fused to GalR1 C-terminus;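 active means inhibition above the screen-wide average plus 3 SD, cut at about 13% in these data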;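 further: forskolin and galanin both at EC90 stimulate the cells; cAMP rise reported by CNG channel membrane potential dye signal; 0% = forskolin plus galanin with DMSO and 100% = forskolin alone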
Target sequence (O60755 1-299 limits assumed): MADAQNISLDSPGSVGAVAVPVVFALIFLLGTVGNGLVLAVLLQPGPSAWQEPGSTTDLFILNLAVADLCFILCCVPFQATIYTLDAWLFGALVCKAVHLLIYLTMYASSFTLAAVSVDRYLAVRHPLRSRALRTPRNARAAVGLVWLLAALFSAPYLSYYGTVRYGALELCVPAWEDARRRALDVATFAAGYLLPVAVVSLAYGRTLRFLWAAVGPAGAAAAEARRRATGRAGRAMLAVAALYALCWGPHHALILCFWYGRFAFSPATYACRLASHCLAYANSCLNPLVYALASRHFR
An asterisk follows results filed as active. Only part of the results is shown; the hit share may differ from the screen's.

SMILES	CRFR2-BP antag	CRFBP-R2 agonist	GalR3 antagonist
COc1ccccc1C(C(C(=O)c1ccccc1)N1CCOCC1)N1CCOCC1 (centres undefined)	5	2.5	2
COc1cc(C(=O)NNC(=O)CSc2nnc3ccccn23)cc(OC)c1OC	1	-0.4	-7
Cc1nc2c(c(C)nn2-c2ccccc2)c(C)c1C	-6	-1.2	-1
CCCSc1ccc([C@H]2N[C@@](C)(C(=O)OC)[C@H]3C(=O)N(C)C(=O)[C@@H]23)cc1OC	0	-2.0	1
CC(C)C(NC(=O)c1ccccc1)C(=O)N1CCN(C/C=C/c2ccccc2)CC1 (centres undefined)	-6	1.8	-5
CC1CN(S(=O)(=O)c2ccc(C(=O)OCc3ccc(C#N)cc3)cc2)CC(C)O1 (centres undefined)	0	1.0	-9
Cc1ccccc1OCCC(=O)OCC(=O)NNC(=O)c1cccs1	-2	-1.9	-7
CCOC(=O)c1sc(NC(=O)CCN2C(=O)C3CCCCC3C2=O)cc1C (centres undefined)	-10	-0.1	-5
CC(C)COC(=O)N(C)C[C@H]1OCc2cnnn2CCCC(=O)N([C@H](C)CO)C[C@H]1C	-7	-1.1	-4
COc1ccc(CNC(=O)C2CCN(C(=O)c3ccc(F)cc3)CC2)cc1OC	-2	0.3	-4
N#Cc1cccnc1N1CCN(C(=O)c2cccc3c2C(=O)c2ccc(-c4ccc(F)cc4OCc4ccccc4)cc2S3(=O)=O)CC1	-4	0.9	-3
C[C@]12CC[C@H](OC(=O)CCC(=O)O)CC1=CCC1C2CC[C@@]2(C)C1CC[C@@H]2N (some centres undefined)	-1	1.1	-3
CC(CCN1CCC(CN2C(=S)NCC2Cc2ccccc2)CC1)c1ccccc1 (centres undefined)	-10	0.8	-6
Nc1nnc(SCC(=O)NNC(=O)c2ccccc2F)s1	-5	5.2	-6
CC(C)C[C@H]1CN=C(N(C)C)N1CCCCc1ccccc1	-14	5.4	-7
CCN(CC(=O)Nc1c(F)cccc1F)C(=O)CCCOc1ccc(OC)cc1	-8	0.4	-4
CC1Sc2ccc(C(=O)NCc3ccccc3Cl)cc2NC1=O (centres undefined)	-1	-0.3	-4
O=C(OCc1cn([C@H]2C[C@H](c3ccccc3)N(Cc3cccs3)C[C@@H]2O)nn1)c1ccccc1	7	7.5	-7
CC(=O)Nc1cc(NC(C)=O)cc(C(=O)OCC(=O)c2ccc3c(c2)OCO3)c1	-14	0.4	-2
COc1ccc(CN(CC(O)COCc2ccccc2)S(=O)(=O)c2ccccc2Br)cc1OC (centres undefined)	-2	4.5	-7
Cc1ccc(C)c(S(=O)(=O)N2CCN(C(=O)Cc3ccc(S(=O)(=O)N4CCOCC4)s3)CC2)c1	0	0.9	-2
COc1cccc(NC(=O)CN2C(=O)NC(Cc3c[nH]c4ccccc34)C2=O)c1 (centres undefined)	-14	-0.7	-5
Cc1ccccc1Nc1nc(N)nc(COC(=O)c2nn(C)c(=O)c3ccccc23)n1	18	1.5	-3
O=C(CCS(=O)(=O)c1ccccc1)Nc1ccc(S(=O)(=O)Nc2nccs2)cc1	-3	-1.4	-5
CCCn1cnc2c(SCc3ccccc3F)nc(N)nc21	1	-5.9	-6
COc1ccc(C(=O)NCC(=O)OCC(=O)NCc2ccco2)cc1	0	0.2	-4
CN(CC(=O)Nc1ccc(Cl)c(C(F)(F)F)c1)C(=O)Cc1ccsc1	11	-2.1	2
COc1ccc2c(c1)[C@H]1[C@H](CO2)[C@H](c2ccccc2)[C@]2(C)C(=O)Nc3ccccc3C(=O)N12	8	0.9	-3
COC(=O)N(C)C[C@H]1OCc2cnnn2CCCC(=O)N([C@@H](C)CO)C[C@@H]1C	6	0.1	-8
COc1cc(C2c3cc4c(cc3OC(N3CCCCC3)C2C)OCO4)cc(OC)c1O (centres undefined)	5	0.3	6

12 entries out of the list, ordered by heavy-atom count, low to high.
SMILES	CRFR2-BP antag	CRFBP-R2 agonist	GalR3 antagonist
Cc1nc2c(c(C)nn2-c2ccccc2)c(C)c1C	-6	-1.2	-1
Nc1nnc(SCC(=O)NNC(=O)c2ccccc2F)s1	-5	5.2	-6
CC(C)C[C@H]1CN=C(N(C)C)N1CCCCc1ccccc1	-14	5.4	-7
CC1Sc2ccc(C(=O)NCc3ccccc3Cl)cc2NC1=O (centres undefined)	-1	-0.3	-4
COc1ccc(C(=O)NCC(=O)OCC(=O)NCc2ccco2)cc1	0	0.2	-4
CCOC(=O)c1sc(NC(=O)CCN2C(=O)C3CCCCC3C2=O)cc1C (centres undefined)	-10	-0.1	-5
CC1CN(S(=O)(=O)c2ccc(C(=O)OCc3ccc(C#N)cc3)cc2)CC(C)O1 (centres undefined)	0	1.0	-9
CC(C)C(NC(=O)c1ccccc1)C(=O)N1CCN(C/C=C/c2ccccc2)CC1 (centres undefined)	-6	1.8	-5
Cc1ccccc1Nc1nc(N)nc(COC(=O)c2nn(C)c(=O)c3ccccc23)n1	18	1.5	-3
COc1ccc2c(c1)[C@H]1[C@H](CO2)[C@H](c2ccccc2)[C@]2(C)C(=O)Nc3ccccc3C(=O)N12	8	0.9	-3
COc1ccc(CN(CC(O)COCc2ccccc2)S(=O)(=O)c2ccccc2Br)cc1OC (centres undefined)	-2	4.5	-7
N#Cc1cccnc1N1CCN(C(=O)c2cccc3c2C(=O)c2ccc(-c4ccc(F)cc4OCc4ccccc4)cc2S3(=O)=O)CC1	-4	0.9	-3

Next entries
SMILES	CRFR2-BP antag	CRFBP-R2 agonist	GalR3 antagonist
COc1cccc(CNC(=O)c2ccccc2SCC(=O)N2CCCC2)c1	23	-1.4	-1
CN(Cc1ccccc1)C(=O)c1ccc(NC(=O)Cc2ccc(NC(=O)C3CCCN(C(=O)CCc4ccccc4)C3)cc2)cc1 (centres undefined)	11	0.7	-8
CC1(C)CC(N2CCC(=O)NC2=S)CC(C)(C)N1	2	0.2	-7
O=C(COC(=O)c1ccc(Cl)nc1)NCc1ccc(F)cc1	8	0.1	-4
COc1ccc(OCc2nnc(SC(C)C(=O)Nc3ccc(N4CCOCC4)cc3)n2C)cc1 (centres undefined)	-19	1.6	-5
O=C(Cc1cccc2ccccc12)Nc1ccccc1	2	0.0	-2
CN(c1ccccc1)S(=O)(=O)c1cccc(C(=O)NCCCN2CCCC2=O)c1	7	-0.6	-3
O=Cc1ccc(OCc2cn(CC(=O)c3ccc(O)cc3)nn2)cc1	-14	2.8	-4
CC(OC(=O)Cn1cnc2ccccc2c1=O)C(=O)N(C)c1ccccc1 (centres undefined)	-8	0.9	0
CCCCn1c(N)c(N(CCOC)C(=O)c2ccc(N3CCCC3=O)cc2)c(=O)[nH]c1=O	-1	-0.7	0
Cc1ccc(C(=O)Nc2sc3c(c2C(=O)O)CCC(C)C3)o1 (centres undefined)	2	0.7	-6
CCCCN(C(=O)c1ccccc1Br)C1CCS(=O)(=O)C1 (centres undefined)	2	-2.1	-2
CN(CC(=O)Nc1cccc(F)c1)C(=O)c1ccccc1CCc1ccccc1	-5	1.7	-1
COC(=O)C1=C(C)N(Cc2ccccc2)C(=NCc2cc(OC)c(OC)c(OC)c2)N[C@H]1CCc1ccccc1	-1	0.5	-3
COc1ccccc1C(=O)NC(CCSC)C(=O)NCc1ccncc1 (centres undefined)	4	0.8	0
Cc1ccc(NC(=O)CSCC(=O)N(C)Cc2c(F)cccc2Cl)cc1	11	-2.4	-4
CN(C)C(=O)CCc1ccc2c3c([nH]c2c1)[C@]1(CCc2ccccc2)[C@@H](C(=O)N2CCCCC2)C[C@H](CC(=O)NC(C)(C)C)C(=O)N1CC3	-4	-0.2	-5
O=C(CN1C(=O)NC2(CCCCCC2)C1=O)Nc1cccc(F)c1	-1	-1.4	-6
CC(=O)c1ccc(N2CCN(C(=O)c3ccc4[nH]c(C)c(C)c4c3)CC2)cc1	5	-1.5	-9
C[C@H]1CN([C@@H](C)CO)C(=O)CCCn2nncc2CO[C@H]1CN(C)S(=O)(=O)c1ccc2c(c1)OCCCO2	-15	-0.5	2
Cc1ccc(-c2nnc(SCC(=O)NC3CCCC3)n2N)cc1	-8	-0.6	-2
N#Cc1cccc(NC(=O)COC(=O)C2CCC2)c1	14	-1.8	1
COc1ccccc1OCCNC(=O)CCS(=O)(=O)c1ccccc1	-7	-2.1	-1
COc1ccc(N2C[C@H](C)[C@@H](CC(=O)Nc3ccc(Br)cc3)C2=O)cc1	-2	-0.9	-3
CCOC(=O)N(C)C[C@H]1OCc2cnnn2CCCC(=O)N([C@@H](C)CO)C[C@H]1C	-11	0.2	-1
Cc1cc(C)cc(NC(=O)CCc2nc3sc4c(c3c(=O)[nH]2)CCCC4)c1	11	1.2	-2
CN(C)c1ccc(C=NNc2nc3c([nH]2)c(=O)n(C)c(=O)n3C)cc1	-20	-1.9	0
O=C(c1cc(Cl)nc2ccccc12)N1CCN(S(=O)(=O)c2cccc(F)c2)CC1	42	-0.8	-3
C=CCSc1nnc(CCc2ccccc2)n1N	6	-0.9	0
Cc1cc(=O)n2[nH]c(Nc3cccc(Cl)c3)nc2n1	-13	116*	-2
O=C(c1ccc(Br)c(S(=O)(=O)N2CCOCC2)c1)N1CCN(C/C=C/c2ccccc2)CC1	17	-1.4	-5
O=C(c1ccc(F)c(S(=O)(=O)N2CCOCC2)c1)N(CCc1ccccc1)Cc1ccccc1	-3	3.9	-6
CCC/C=C/c1ccc(CN2C(C(C)C)C(=O)N(Cc3cn(CCC4OCCCO4)nn3)CCS2(=O)=O)cc1 (centres undefined)	-5	-1.4	1
CCc1ccccc1Nc1nc(N)nc(COC(=O)C2CCN(C(=O)c3ccc(F)cc3)CC2)n1	0	-0.7	-4
COc1ccc2sc(-c3ccc(SC)cc3)c(/C=C/c3ccc(OC)c(OC)c3)c2c1	2	0.5	0
Cc1ccc(NS(=O)(=O)c2cccc(C(=O)NC3CC3)c2)c(C)c1	-3	-0.1	-4
CC(C)n1nnnc1SCC(=O)N(C)C1CCS(=O)(=O)C1 (centres undefined)	9	-1.7	-4
CN(C)S(=O)(=O)c1cccc(COC(=O)CCNC(=O)c2ccc([N+](=O)[O-])cc2)c1	2	1.3	-4
COC(=O)[C@]1(CC(C)C)N[C@H](c2ccc(-c3ccccc3)cc2)[C@@H]2C(=O)N(C)C(=O)[C@@H]21	-17	2.9	-6
ClC(CCN1CCN(Cc2ccccc2)CC1)c1ccccc1 (centres undefined)	-2	-1.5	-6
CCc1noc(C)c1C(=O)NCCc1ccccc1	3	-1.1	-3
CCOC(=O)C1(C(=O)OCC)COC(=O)C1CN1Cc2cc3ccccc3nc2C1 (centres undefined)	-21	5.6	-5
CC(Oc1ccc(Br)cc1)C(=O)Nc1nnc(C2CC2)s1 (centres undefined)	-34	7.4	0
O=C(COc1ccccc1[N+](=O)[O-])N1CCN(c2ccccn2)CC1	1	-4.2	-4
C=C1C(=O)C2=CC1CCC(=O)C1(C)CCC(OC(C)=O)C(C)(C)C1CC2O (centres undefined)	-13	1.0	-1
Cc1cccc(NC(=O)CNC(=O)COC(=O)c2ccc(C(C)(C)C)cc2)c1C	0	-3.1	-2
CCC(CO)Oc1cc(NCc2ccccc2F)c2ncn(C(C)C)c2c1 (centres undefined)	-3	-4.3	-4
CCN(CC)S(=O)(=O)c1ccc(N2CCN(C)CC2)c(NC(=O)CN2C(=O)NC3(CCCCC3)C2=O)c1	-4	3.2	-9
Cc1cccc(N2CCN(C(=O)CSc3nnnn3C3CC3)CC2)c1C	11	0.1	-6
CC1CCCCC12NC(=O)N(CC(=O)Nc1ccc(S(=O)(=O)Nc3ncccn3)cc1)C2=O (centres undefined)	6	1.1	-4
COCCN(C(=O)c1ccc(C#N)cc1)c1c(N)n(Cc2ccccc2)c(=O)[nH]c1=O	6	-0.1	-1
Cc1ccc(S(=O)(=O)N2C[C@H]3N(C(=O)OC(C)C)N(C(=O)OC(C)C)C[C@H](OC(=O)Nc4c(C)noc4C)[C@@]3(O)C2)cc1	14	-1.4	1
C[C@H]1CCC(=O)N(CCSc2ccc(Br)cc2)CC1	2	0.0	-7
CCCCN(C(=O)c1cccc(-n2cnnn2)c1)c1c(N)n(CC(C)C)c(=O)[nH]c1=O	1	-1.5	-6
CC(C)c1nc(SCC(=O)Nc2cccc3ccccc23)n[nH]1	0	-3.5	-7
CCOC(=O)Cc1csc(NC(=O)c2cccc(Cl)c2)n1	9	-1.1	2
O=S(=O)(c1ccc2c(c1)CCCC2)N1CCNCC1	4	-0.2	-5
CC[C@]12c3[nH]c4cc(-c5ccco5)ccc4c3CCN1C(=O)[C@@H](CC(=O)NC(C)(C)C)C[C@@H]2C(=O)N1CCN(C(=O)C2CC2)CC1	0	-1.5	-5
CC(=O)c1ccc(Nc2ncnc3ccc(Br)cc23)cc1	7	-2.3	-5
CC(C)(CNC(=O)c1cccc(S(=O)(=O)NCc2ccccc2)c1)N1CCOCC1	24	-0.1	-2
O=C(CCl)Nc1cccc(S(=O)(=O)NC2=NCCCCC2)c1	0	-0.9	0
O=C(Oc1ccccc1F)C1CCN(C(=O)c2ccc(F)cc2)CC1	6	1.2	0

Compound activity deposited in PubChem BioAssay by several laboratories.
